Bioassay records from PubChem BioAssay.
TcdB GH inh: TcdB glycohydrolase inhibitors, primary screen, biochemical, single point, plate reader; Toxin B (Clostridioides difficile), P18177; TcdB glycohydrolase enzymatic assay; inhibition, % at 9.99 µM; hit rate 0.24% among 350,000; AID 652162, 2013; in the data active = inhibition above about 10%
Target sequence (P18177 whole entry, looked up): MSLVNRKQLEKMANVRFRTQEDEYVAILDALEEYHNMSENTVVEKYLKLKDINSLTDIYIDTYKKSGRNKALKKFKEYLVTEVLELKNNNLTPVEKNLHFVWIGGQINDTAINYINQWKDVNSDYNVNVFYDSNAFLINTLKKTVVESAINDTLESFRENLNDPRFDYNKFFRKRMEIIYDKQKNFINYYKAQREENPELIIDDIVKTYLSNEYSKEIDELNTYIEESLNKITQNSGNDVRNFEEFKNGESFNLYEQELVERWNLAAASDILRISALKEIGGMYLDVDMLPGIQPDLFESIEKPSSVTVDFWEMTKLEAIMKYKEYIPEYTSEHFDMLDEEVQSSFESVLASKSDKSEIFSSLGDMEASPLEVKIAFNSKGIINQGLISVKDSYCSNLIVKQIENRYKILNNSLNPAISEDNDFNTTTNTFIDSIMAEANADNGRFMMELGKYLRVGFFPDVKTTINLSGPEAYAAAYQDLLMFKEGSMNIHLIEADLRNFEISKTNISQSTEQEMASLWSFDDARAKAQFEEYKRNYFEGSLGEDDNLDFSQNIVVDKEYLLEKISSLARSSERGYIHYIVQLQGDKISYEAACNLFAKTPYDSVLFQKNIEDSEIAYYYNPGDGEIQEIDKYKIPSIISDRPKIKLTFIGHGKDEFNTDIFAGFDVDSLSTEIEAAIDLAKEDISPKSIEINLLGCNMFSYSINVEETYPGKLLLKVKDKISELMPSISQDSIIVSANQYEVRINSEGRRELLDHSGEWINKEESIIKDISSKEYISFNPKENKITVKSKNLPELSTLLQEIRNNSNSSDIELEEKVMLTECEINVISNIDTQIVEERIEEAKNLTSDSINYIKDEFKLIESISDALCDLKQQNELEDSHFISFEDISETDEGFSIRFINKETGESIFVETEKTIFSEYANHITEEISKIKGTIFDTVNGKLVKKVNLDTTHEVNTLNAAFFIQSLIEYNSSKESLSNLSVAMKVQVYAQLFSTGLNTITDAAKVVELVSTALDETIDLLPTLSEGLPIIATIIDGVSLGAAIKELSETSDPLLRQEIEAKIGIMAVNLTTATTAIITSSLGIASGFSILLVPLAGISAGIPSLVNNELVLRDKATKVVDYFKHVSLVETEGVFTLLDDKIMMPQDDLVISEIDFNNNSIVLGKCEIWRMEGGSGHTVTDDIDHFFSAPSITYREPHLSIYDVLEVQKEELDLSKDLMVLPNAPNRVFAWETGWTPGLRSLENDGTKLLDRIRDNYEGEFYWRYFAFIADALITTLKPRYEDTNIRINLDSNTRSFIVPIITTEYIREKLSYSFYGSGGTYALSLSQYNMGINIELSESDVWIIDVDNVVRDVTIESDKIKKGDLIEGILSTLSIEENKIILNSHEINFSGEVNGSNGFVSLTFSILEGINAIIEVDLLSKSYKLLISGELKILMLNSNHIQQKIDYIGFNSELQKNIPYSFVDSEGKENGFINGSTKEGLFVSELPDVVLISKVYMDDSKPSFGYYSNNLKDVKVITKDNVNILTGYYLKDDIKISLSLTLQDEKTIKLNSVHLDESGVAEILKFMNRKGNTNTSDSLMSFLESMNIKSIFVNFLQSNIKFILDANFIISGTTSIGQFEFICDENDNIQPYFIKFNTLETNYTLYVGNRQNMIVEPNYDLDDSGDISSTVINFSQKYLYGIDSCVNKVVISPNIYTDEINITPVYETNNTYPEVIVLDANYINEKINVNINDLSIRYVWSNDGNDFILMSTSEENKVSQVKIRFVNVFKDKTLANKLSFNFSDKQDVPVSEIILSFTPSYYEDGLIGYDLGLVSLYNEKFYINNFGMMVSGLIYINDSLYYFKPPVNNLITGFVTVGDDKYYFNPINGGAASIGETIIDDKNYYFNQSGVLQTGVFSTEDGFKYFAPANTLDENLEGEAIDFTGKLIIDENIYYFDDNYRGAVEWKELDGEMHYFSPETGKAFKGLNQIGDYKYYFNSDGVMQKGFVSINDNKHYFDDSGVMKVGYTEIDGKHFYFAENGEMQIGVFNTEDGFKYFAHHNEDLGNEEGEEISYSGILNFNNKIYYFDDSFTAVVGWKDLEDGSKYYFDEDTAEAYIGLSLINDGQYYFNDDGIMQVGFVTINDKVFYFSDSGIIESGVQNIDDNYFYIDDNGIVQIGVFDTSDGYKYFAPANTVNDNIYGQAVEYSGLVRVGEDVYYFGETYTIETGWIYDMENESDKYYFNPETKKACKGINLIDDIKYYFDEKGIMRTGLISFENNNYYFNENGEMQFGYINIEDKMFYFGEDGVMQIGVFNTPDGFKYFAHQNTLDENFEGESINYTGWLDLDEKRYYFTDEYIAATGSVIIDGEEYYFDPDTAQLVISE
* hit, by the source's call; & = joins results of further samples.

C[C@@H]1CN([C@@H](C)CO)C(=O)c2cc(-c3ccc(C#N)cc3)cnc2O[C@H]1CN(C)C(=O)Nc1ccc(C(F)(F)F)cc1
- TcdB GH inh = -2.8
C[C@@H]1CN([C@H](C)CO)C(=O)c2cc(-c3ccccc3F)cnc2O[C@H]1CN(C)C(=O)c1cnccn1
- TcdB GH inh = 2.0
COc1cccc(NC(=O)N2C[C@H](O)COC[C@@H]3O[C@@H](CC(=O)N(C)C)CC[C@H]32)c1
- TcdB GH inh = -1.6
CCCN1C[C@@H](C)[C@@H](OC)CN(C)C(=O)c2ccc(NC(=O)Nc3ccccc3F)cc2OC[C@@H]1C
- TcdB GH inh = 0.4
O=C(Cc1ccccn1)NCC[C@@H]1CC[C@@H](NC(=O)Nc2ccc(F)cc2)[C@@H](CO)O1
- TcdB GH inh = -0.4
Cc1noc(C)c1S(=O)(=O)Nc1ccc2c(c1)CC(=O)N([C@@H](C)CO)C[C@H](C)[C@H](CN(C)S(=O)(=O)c1cn(C)cn1)O2
- TcdB GH inh = 1.2
COCC(=O)N(C)C[C@H]1[C@H](c2ccccc2)[C@H](CO)N1C(=O)Cc1cccnc1
- TcdB GH inh = 1.1
O=C(c1cccc(F)c1)N1C[C@H]2[C@@H](c3ccccc31)[C@@H](CO)N2C(=O)C1CC1
- TcdB GH inh = -0.7
Cc1noc(C)c1NC(=O)N(C)C[C@H]1Oc2ncc(C#CCN(C)C)cc2C(=O)N([C@@H](C)CO)C[C@H]1C
- TcdB GH inh = 0.3
C[C@@H]1CCCCO[C@@H](CN(C)S(=O)(=O)c2ccccc2)[C@H](C)CN([C@@H](C)CO)C(=O)c2cc(NS(C)(=O)=O)ccc2O1
- TcdB GH inh = 0.7
C[C@H]1CN([C@@H](C)CO)C(=O)c2cc(NS(=O)(=O)c3ccccc3)ccc2O[C@@H]1CN(C)C(=O)Nc1cccc2ccccc12
- TcdB GH inh = 1.0
CC(C)CC#Cc1ccc([C@H]2[C@@H](CO)N3CCCCN(C(=O)c4ccc5c(c4)OCO5)C[C@H]23)cc1
- TcdB GH inh = 0.3
C=CCOC(=O)[C@@H]1[C@H]2C(=O)O[C@H](c3ccccc3)[C@H](c3ccccc3)N2[C@H](c2ccc(OCCOC(=O)[C@@H]3C[C@@H]4C(=O)N[C@@H](Cc5ccccc5)C(=O)N4[C@@H]3c3ccc(O)cc3)cc2)[C@@]12C(=O)Nc1ccccc12
- TcdB GH inh = 0.2
Cn1cnc(S(=O)(=O)N2C[C@@H](O)COC[C@@H]3O[C@H](CC(=O)NCc4ccc(F)cc4)CC[C@H]32)c1
- TcdB GH inh = 0.1
O=C(C[C@H]1CC[C@@H](NC(=O)Cc2cccnc2)[C@H](CO)O1)NCc1ccc2c(c1)OCO2
- TcdB GH inh = -3.6

Cc1cccc(-c2ccc([C@@H]3[C@H]4CN(C(=O)CN5CCOCC5)CC(=O)N4[C@H]3CO)cc2)c1
- TcdB GH inh = -3.7
Cc1noc(C)c1NC(=O)NCC[C@H]1CC[C@H](NC(=O)c2ccccc2)[C@H](CO)O1
- TcdB GH inh = 0.2
COc1ccc(-c2ccc3n(c2=O)C[C@H]2[C@H](CO)[C@@H](C(=O)N(C)C)N(CC4CCCC4)[C@@H]32)cc1
- TcdB GH inh = -1.4
C[C@@H]1CN([C@H](C)CO)C(=O)Cc2cc(N(C)C)ccc2O[C@@H]1CN(C)C(=O)NC1CCCCC1
- TcdB GH inh = -5.3
CCC(=O)N(C)C[C@H]1Oc2ncc(C#CC3(O)CCCC3)cc2C(=O)N([C@H](C)CO)C[C@H]1C
- TcdB GH inh = 0.4
COC(=O)[C@@H]1[C@@H](CO)[C@@H]2Cn3c(ccc(-c4ccncc4)c3=O)[C@H]1N2S(=O)(=O)c1ccccc1C
- TcdB GH inh = 0.0
O=C1N[C@H](c2ccccc2)COCn2nncc2CC[C@H]1Cc1ccccc1
- TcdB GH inh = -1.4
CC(C)CC#Cc1cnc2c(c1)C(=O)N([C@H](C)CO)C[C@@H](C)[C@H](CN(C)C(=O)CC1CC1)O2
- TcdB GH inh = 1.6
CO[C@H]1CC[C@H]2CCOc3c(C#N)cccc3C(=O)N(C)C[C@@H](OC)[C@H](C)C(=O)N(C)C[C@H]1O2
- TcdB GH inh = 0.7
C[C@H]1CN([C@@H](C)CO)C(=O)Cc2cc(NS(=O)(=O)c3ccccc3)ccc2O[C@@H]1CN(C)Cc1ccc(C(=O)O)cc1
- TcdB GH inh = -0.1
C[C@H](CO)N1C[C@H](C)[C@H](CN(C)Cc2ccc(Cl)c(Cl)c2)OCc2ccccc2-c2ccccc2C1=O
- TcdB GH inh = -8.9
CC(=O)N1[C@H](CNC(=O)C2CC2)[C@H](c2ccc(-c3ccc(F)cc3)cc2)[C@@H]1CO
- TcdB GH inh = 0.2
CCCC#Cc1ccc2c(c1)O[C@@H](CN(C)C(=O)NCCC)[C@H](C)CN([C@H](C)CO)S2(=O)=O
- TcdB GH inh = 0.7
O=C(N[C@@H]1C=C[C@H](CC(=O)N2CCOCC2)O[C@H]1CO)c1cccc(F)c1
- TcdB GH inh = -0.1
C[C@H](CO)N1C[C@H](C)[C@H](CN(C)Cc2ccc(-c3ccccc3)cc2)Oc2c(NS(=O)(=O)c3ccc(F)cc3)cccc2C1=O
- TcdB GH inh = 1.8

Exported comma-delimited: entries from further up
Structure,TcdB GH inh
O=C1N[C@H](c2ccccc2)COCn2nncc2CC[C@H]1Cc1ccccc1,-1.4
CC(C)CC#Cc1cnc2c(c1)C(=O)N([C@H](C)CO)C[C@@H](C)[C@H](CN(C)C(=O)CC1CC1)O2,1.6
CO[C@H]1CC[C@H]2CCOc3c(C#N)cccc3C(=O)N(C)C[C@@H](OC)[C@H](C)C(=O)N(C)C[C@H]1O2,0.7
C[C@H]1CN([C@@H](C)CO)C(=O)Cc2cc(NS(=O)(=O)c3ccccc3)ccc2O[C@@H]1CN(C)Cc1ccc(C(=O)O)cc1,-0.1

The list continues.
COc1ccc2c3c([nH]c2c1)[C@H](CO)N(C(=O)c1ccc(F)cc1)CC31CCN(C(=O)Nc2cccc(F)c2)CC1
- TcdB GH inh = -0.3
COc1ccccc1C#Cc1ccc2c(c1)O[C@H](CN(C)C)[C@@H](C)CN([C@H](C)CO)S2(=O)=O
- TcdB GH inh = 0.9
Cc1ccc(S(=O)(=O)Nc2ccc3c(c2)CC(=O)N([C@H](C)CO)C[C@@H](C)[C@H](CN(C)CC2CCCCC2)O3)cc1
- TcdB GH inh = -0.7
CC(=O)N(C)C[C@@H]1Oc2cc(C#C[C@H](C)O)ccc2S(=O)(=O)N([C@@H](C)CO)C[C@H]1C
- TcdB GH inh = 1.1
O=C(C[C@@H]1C=C[C@H](NC(=O)CN2CCOCC2)[C@@H](CO)O1)NCc1cccc(F)c1
- TcdB GH inh = -0.8
Cc1ccc(S(=O)(=O)N[C@H]2CC[C@@H](CCn3cc(C(C)C)nn3)O[C@H]2CO)cc1
- TcdB GH inh = 0.6
CCCC(=O)Nc1ccc2c(c1)C(=O)N(C)[C@@H]1CC[C@H](CC(=O)NCCc3ccncc3)O[C@@H]1CO2
- TcdB GH inh = 0.3
COc1ccc(NC(=O)N(C)C[C@H]2OCc3ccccc3-c3c(n(C)c4ccccc34)C(=O)N([C@@H](C)CO)C[C@H]2C)cc1
- TcdB GH inh = 1.6
COc1cccc(-c2ccc([C@@H]3[C@@H](CO)N4C(=O)CN(C(=O)C5CCCCC5)C[C@H]34)cc2)c1
- TcdB GH inh = -0.2
C[C@@H]1CN([C@H](C)CO)C(=O)Cc2cc(NC(=O)C3CCCCC3)ccc2O[C@H]1CN(C)Cc1ccc(-c2ccccc2)cc1
- TcdB GH inh = -1.1
CCCNC(=O)N(C)C[C@@H]1Oc2cc(C#CC3CC3)ccc2S(=O)(=O)N([C@@H](C)CO)C[C@H]1C
- TcdB GH inh = 0.4
C(=C\c1ccc(C2[C@H]3CNC[C@@H]2N3Cc2nccs2)cc1)/c1ccccc1 (some centres undefined)
- TcdB GH inh = -1.6&-12
O=C(C[C@H]1C[C@H]2c3cc(NC(=O)CC4CC4)ccc3O[C@H]2[C@@H](CO)O1)NCc1ccc(Cl)cc1
- TcdB GH inh = -0.9
CCCC(=O)N1CC2(CCN(C(=O)C3CC3)CC2)c2c(n(C)c3cc(OC)ccc23)[C@H]1CO
- TcdB GH inh = -0.2
O=C(C[C@@H]1CC[C@H]2[C@@H](COC[C@@H](O)CN2C(=O)C2CCCC2)O1)NCc1ccncc1
- TcdB GH inh = -18

CO[C@@H]1CN(C)C(=O)c2ccc(NC(=O)C3CC3)cc2OC[C@@H](C)N(Cc2cccnc2)C[C@@H]1C
- TcdB GH inh = 0.2
C[C@@H]1CCCCO[C@H](CN(C)C(=O)c2ccncc2)[C@@H](C)CN([C@H](C)CO)C(=O)c2cc(NC(=O)c3ccncc3)ccc2O1
- TcdB GH inh = 1.3
O=C(NCC1CCCCC1)[C@H]1[C@H](CO)[C@H]2Cn3c(ccc(C4=CCCC4)c3=O)[C@@H]1N2C(=O)CC1CC1
- TcdB GH inh = 0.7
CC(C)CC#Cc1ccc([C@@H]2[C@H]3CN(S(=O)(=O)c4cccc(F)c4)CC(=O)N3[C@H]2CO)cc1
- TcdB GH inh = -0.9
COCCNC(=O)C[C@@H]1CC[C@H]2[C@@H](COc3ccc(NC(=O)C4CCOCC4)cc3C(=O)N2C)O1
- TcdB GH inh = -1.2
CCCNC(=O)C[C@H]1CC[C@H]2[C@@H](COc3ccc(NS(=O)(=O)CC)cc3C(=O)N2C)O1
- TcdB GH inh = -0.7
CCNC(=O)Nc1ccc2c(c1)C(=O)N(C)[C@H]1CC[C@H](CC(=O)N[C@H](C)c3ccccc3)O[C@H]1CO2
- TcdB GH inh = -0.3
N#C[C@@H]1[C@H](c2ccc(-c3ccc(F)cc3)cc2)[C@H](CO)N1c1nc(-c2ccccc2)cs1
- TcdB GH inh = -0.8
CCCC#Cc1cnc2c(c1)C(=O)N([C@@H](C)CO)C[C@H](C)[C@@H](CN(C)C(=O)Nc1cc(F)ccc1F)O2
- TcdB GH inh = -0.2
C[C@@H]1CCCCO[C@H](CN(C)Cc2ccc(C(F)(F)F)cc2)[C@H](C)CN([C@@H](C)CO)C(=O)c2cc(NC(=O)CCCN(C)C)ccc2O1
- TcdB GH inh = 0.2
C[C@H]1CN([C@@H](C)CO)C(=O)c2cc(C3=CCCC3)cnc2O[C@H]1CN(C)C(=O)Nc1ccccc1
- TcdB GH inh = 0.8
COc1ccc(NC(=O)N(C)C[C@H]2OCCCC[C@H](C)Oc3ccc(NC(=O)Nc4ccc(F)cc4)cc3C(=O)N([C@@H](C)CO)C[C@@H]2C)cc1
- TcdB GH inh = 0.5
COc1ccc(S(=O)(=O)N(C)C[C@@H]2Oc3ccc(NC(=O)CCCN(C)C)cc3C(=O)N([C@H](C)CO)C[C@@H]2C)cc1
- TcdB GH inh = -1.3
N#Cc1ccc(-c2ccc3c(c2)[C@@H]2[C@@H](CCN2C(=O)c2ccncc2)[C@H](CO)N3)cc1
- TcdB GH inh = -0.8
COC(=O)C[C@H]1CC[C@@H]2[C@@H](COc3ccc(NC(=O)c4ccc(C(F)(F)F)cc4)cc3C(=O)N2C)O1
- TcdB GH inh = 3.3

C[C@@H]1CN([C@@H](C)CO)C(=O)c2cc(NS(=O)(=O)c3ccc(Cl)cc3)ccc2O[C@@H](C)CCCCO[C@H]1CN(C)C
- TcdB GH inh = -1.0
CC(C)C#Cc1cnc2c(c1)C(=O)N([C@H](C)CO)C[C@H](C)[C@H](CN(C)C(=O)Nc1ccccc1)O2
- TcdB GH inh = 1.3
COc1ccc(S(=O)(=O)N(C)C[C@H]2OCCCC[C@@H](C)Oc3ccc(NS(=O)(=O)c4cccs4)cc3C(=O)N([C@@H](C)CO)C[C@H]2C)cc1
- TcdB GH inh = -0.7
CO[C@@H]1CN(C)C(=O)c2ccc(NC(=O)Nc3c(C)noc3C)cc2OC[C@@H](C)N(CC2CC2)C[C@H]1C
- TcdB GH inh = -0.7
CN(C)CC(=O)N[C@@H]1C=C[C@H](CC(=O)NCc2ccc(Cl)cc2)O[C@@H]1CO
- TcdB GH inh = -1.4
CC(=O)N(C)C[C@@H]1Oc2ncc(C#Cc3ccccc3F)cc2C(=O)N([C@@H](C)CO)C[C@H]1C
- TcdB GH inh = -1.1
CS(=O)(=O)Nc1ccc2c(c1)[C@@H]1C[C@H](CC(=O)NCCN3CCCCC3)O[C@H](CO)[C@@H]1O2
- TcdB GH inh = 0.8
O=C(C[C@@H]1C=C[C@H](NS(=O)(=O)c2ccccc2)[C@@H](CO)O1)NCc1ccc(Cl)c(Cl)c1
- TcdB GH inh = -0.1
CCCC#Cc1ccc([C@@H]2[C@H](C#N)N(S(C)(=O)=O)[C@H]2CO)cc1
- TcdB GH inh = -4.1
O=C(C[C@H]1C=C[C@H](NC(=O)c2cccnc2)[C@@H](CO)O1)NCc1ccncn1
- TcdB GH inh = -0.4
O=C(C[C@H]1CC[C@@H]2[C@H](COC[C@@H](O)CN2C(=O)c2ccccc2F)O1)N1CCCCC1
- TcdB GH inh = -0.3
Cc1noc(C)c1NC(=O)Nc1ccc2c(c1)C(=O)N([C@@H](C)CO)C[C@@H](C)[C@@H](CN(C)C(=O)CCCN(C)C)OCCCC[C@H](C)O2
- TcdB GH inh = -3.7
COCCNC(=O)C[C@@H]1C=C[C@H](NC(=O)NC2CCCC2)[C@@H](CO)O1
- TcdB GH inh = 0.5
C[C@H]1CN([C@@H](C)CO)C(=O)c2cccc(NC(=O)C3CCOCC3)c2O[C@@H]1CN(C)C(=O)Nc1ccc(F)cc1
- TcdB GH inh = 0.4
C[C@@H]1CN([C@H](C)CO)C(=O)c2cc(NC(=O)Nc3ccc(F)cc3)ccc2O[C@H]1CN(C)Cc1ccc(Oc2ccccc2)cc1
- TcdB GH inh = 0.0

Cc1noc(C)c1NC(=O)Nc1ccc2c(c1)C(=O)N([C@H](C)CO)C[C@@H](C)[C@@H](CN(C)S(=O)(=O)c1cccs1)OCCCC[C@H](C)O2
- TcdB GH inh = -0.2
O=C(C[C@H]1CC[C@@H]2[C@H](COC[C@H](O)CN2Cc2cccc(C(F)(F)F)c2)O1)NCc1ccc(F)cc1
- TcdB GH inh = 1.2
COc1ccc2c3c(n(C)c2c1)[C@H](CO)N(C(=O)Nc1ccc(F)cc1)CC31CN(Cc2cccnc2)C1
- TcdB GH inh = 0.1
COCC(=O)N(C)C[C@@H]1Oc2ncc(-c3ccc(F)cc3)cc2C(=O)N([C@@H](C)CO)C[C@H]1C
- TcdB GH inh = 0.3
COCC#Cc1ccc([C@@H]2[C@H](CO)N3C(=O)CN(C(=O)Nc4ccccc4F)C[C@@H]23)cc1
- TcdB GH inh = 0.2

A portion of the library; count on the stated rates, not on these rows.
